OXTR potentiate – potentiates the human oxytocin receptor response; P30559; 320,000 compounds, 0.061% hits; AID 2445; CHO-OTR cells, Fluo-8 calcium fluorescence, potentiator mode; 0% = oxytocin EC15, 100% = EC100; activation, % at 3 µM;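 active = activation above that plate's cutoff, the mean activation of tested compounds plus 3 SD, cut at about 6.6% in these data, passing the limit was not always enough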;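 note: 100% uses oxytocin at 75 nM as the full agonist control; some results filed as inactive read as strong as hits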
Target sequence (P30559 whole entry, looked up): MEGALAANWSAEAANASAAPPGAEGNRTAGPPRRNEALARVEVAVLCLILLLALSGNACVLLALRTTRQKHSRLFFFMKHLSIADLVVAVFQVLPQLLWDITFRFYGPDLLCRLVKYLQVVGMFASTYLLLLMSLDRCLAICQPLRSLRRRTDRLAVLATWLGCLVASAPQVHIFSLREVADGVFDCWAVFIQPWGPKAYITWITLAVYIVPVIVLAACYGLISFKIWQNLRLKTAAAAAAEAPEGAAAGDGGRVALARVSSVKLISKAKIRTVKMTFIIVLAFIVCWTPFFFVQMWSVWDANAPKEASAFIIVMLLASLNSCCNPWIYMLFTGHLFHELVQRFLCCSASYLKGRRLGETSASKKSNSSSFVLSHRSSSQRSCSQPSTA
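Assay system: CHO-OTR cells, human receptor / Also added: oxytocin at about EC15, sub-maximal agonist stimulus / Dosing: single dose, 3.0 µM nominal final compound concentration / Incubation: 6 min pre-incubation, 100 s read / Technique: Fluo-8 calcium dye fluorescence / Read-out: % activation vs EC15 and EC100 oxytocin / Benchmarks: EC15 oxytocin low, 75 nM oxytocin high / Replicates: singlicate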
CHRM1 agonist – human M1 muscarinic receptor agonism; P11229; CHO-K1 hM1, Fluo-8 calcium fluorescence, agonist mode; 0% DMSO, 100% acetylcholine EC100; activation, % at 3 µM; 360,000 compounds, 0.33% hits; AID 588814;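 active = activation above the run's mean compound activation plus 3 SD, cut at about 16% in these data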;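 note: peak over basal fluorescence ratio within a 140 s kinetic read after compound addition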
CHO-K1 Ca ag – counter-screen for M1 agonists: effect in parental CHO-K1 cells. activation, % at 3 µM. AID 602248. Fluo-8 calcium fluorescence; scaled to maximal ATP response, vehicle zero. 360,000 compounds, 0.48% hits; in the data active = activation above about 15%;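 note: untransfected CHO-K1 host cells lacking M1 receptor as counterscreen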
M1 PAM – human CHRM1 positive allosteric modulation. P11229. CHO-K1 hM1, Fluo-8 calcium fluorescence, ACh EC20; 0% = ACh EC20, 100% = maximal ACh. activation, % at 3 µM. 360,000 compounds, 0.088% hits; in the data active = activation above about 19%, passing the limit was not always enough
CHO-K1 Ca antag – M1 antagonist counterscreen hit in parental CHO-K1 cells. ATP-induced calcium, Fluo-8 fluorescence. inhibition, % at 3 µM. 360,000 compounds, 0.6% hits;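 active = inhibition above a per-plate cutoff, the plate's mean sample inhibition plus 3 SD, cut at about 24% in these data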;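 note: 0% = DMSO plus EC80 ATP and 100% = DMSO alone without ATP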
M4 ag – CHRM4 agonism in calcium assay. activation, % at 3 µM. 360,000 compounds, 0.14% hits. P08173. CHO-K1 hM4/Gqi5, Fluo-8 calcium fluorescence; vehicle 0%, full acetylcholine response 100%. AID 624127;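 active = activation above the run mean over all test wells plus 3 SD, cut at about 32% in these data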;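 note: peak over basal fluorescence ratio per well then scaled between controls; 0% = DMSO wells and 100% = acetylcholine at EC100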
Target sequence (P08173 whole entry, looked up): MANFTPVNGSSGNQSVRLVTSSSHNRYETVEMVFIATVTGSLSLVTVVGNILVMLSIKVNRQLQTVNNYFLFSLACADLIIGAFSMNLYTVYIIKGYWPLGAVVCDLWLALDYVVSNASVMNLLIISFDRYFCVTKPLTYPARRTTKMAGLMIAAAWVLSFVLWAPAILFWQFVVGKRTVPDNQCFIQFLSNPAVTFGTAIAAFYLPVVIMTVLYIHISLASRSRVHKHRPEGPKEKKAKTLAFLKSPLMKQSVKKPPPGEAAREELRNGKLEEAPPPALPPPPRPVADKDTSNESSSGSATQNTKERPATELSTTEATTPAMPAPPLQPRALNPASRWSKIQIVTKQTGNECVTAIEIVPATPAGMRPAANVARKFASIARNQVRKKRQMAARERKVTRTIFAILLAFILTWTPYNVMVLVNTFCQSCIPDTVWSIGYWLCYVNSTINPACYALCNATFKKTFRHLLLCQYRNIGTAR
CHRM1 antagonist – blocks human M1 muscarinic receptor; AID 588852; CHO-K1 hM1, Fluo-8 calcium fluorescence, ACh EC80 antagonist; P11229; inhibition, % at 3 µM; 360,000 compounds, 1.3% hits;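 active = percent inhibition above its own plate's cutoff, namely the mean of that plate's compound wells plus 3 SD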;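 note: peak over basal fluorescence ratio during 140 s after agonist addition; 0% = ACh EC80 plus DMSO and 100% = DMSO alone without agonist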
CHRM4 antagonist – CHRM4 antagonism in calcium assay. inhibition, % at 3 µM. AID 624125. P08173. CHO-hM4 cells, ACh EC80, Fluo-8 calcium fluorescence. 360,000 compounds, 0.73% hits;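 active = inhibition above its plate's cutoff, the mean inhibition of sample wells plus 3 SD, cut at about 27% in these data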;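 note: 0% = acetylcholine EC80 with DMSO and 100% = DMSO without agonist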
CHO parental Ca – counter-screen for OX1R antagonists: effect in parental CHO cells. 330,000 compounds, 0.63% hits. AID 463079. inhibition, % at 5.6 µM. parental CHO-K1, ATP-induced calcium, Fluo-8 fluorescence;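 active = inhibition above that plate's mean sample inhibition plus 3 SD, cut at about 26% in these data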;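 note: 0% = ATP-challenged DMSO wells and 100% = DMSO wells without ATP; some compounds past the cut are filed as inactive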
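Test system: parental CHO cells; detection: calcium-sensitive Fluo-8 fluorescence; evaluation: percent inhibition of calcium signal; also added: ATP as calcium-mobilizing challenge; repeats: one well per compound; control set: ATP-challenged DMSO wells low, unchallenged DMSO wells high; compound: single nominal dose of 5.6 µM per compound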
The depositor's hits bear a star; . = not tested or not shown. This is a random part of the collection; any-hit rate near 2.9%.

entry	Compound	OXTR potentiate	CHRM1 agonist	CHO-K1 Ca ag	M1 PAM	CHO-K1 Ca antag	M4 ag	CHRM1 antagonist	CHRM4 antagonist	CHO parental Ca
1	CN1CCN(CCC(=O)N/N=C/c2cc([N+](=O)[O-])ccc2O)CC1	0	-3	0.1	-2	-9	1	4	2	5
2	CCCC1C(=O)N(c2ccccc2)C1c1ccccc1 (stereo not given)	-10	-5	0.2	0	-10	-4	0	-12	-12
3	CCOc1cc(/C=C2\N=C(SC)SC2=O)cc([N+](=O)[O-])c1OC(C)=O	-9	-4	0.1	2	-11	1	-10	-8	-5
4	NS(=O)(=O)c1ccc(CNc2ncnc3sccc23)cc1	-5	-2	1.2	3	-9	1	-7	5	-8
5	Cc1cccc(C(=O)Nc2cccc(C(=O)NC3CCCC3)c2)c1	-3	-3	2.9	6	-9	4	-8	8	-5
6	O=C(CCC(=O)N(CC(=O)NC1CCCCC1)c1ccc2c(c1)OCO2)Nc1ccccn1	-10	-3	0.2	0	-10	0	-12	-11	-20
7	CC(C)Nc1nc2nonc2nc1Nc1ccccc1	-12	3	12	-2	0	10	-5	-6	-12
8	COc1ccccc1N1CCN(S(=O)(=O)c2cc3c(cc2C)NC(=O)CO3)CC1	-7	5	1.5	3	-1	3	-2	-12	1
9	CCOc1ccc2ccccc2c1/C=N/NC(=O)c1cc(C)[nH]n1	-13	-4	-0.4	4	-18	1	-5	0	-11
10	CCOc1ccc(NS(=O)(=O)c2ccc(C(=O)NCC(c3ccccc3OC)N3CCCC3)cc2)cc1 (stereo not given)	-10	23*	2.8	-8	5	5	14	41*	-14
11	CCCCCC1CC1C(=O)N/N=C/c1ccc(N(C)C)cc1 (stereo not given)	-8	-4	0.3	4	-18	-3	-1	0	-6
12	COc1cccc(N2C(=O)CC(Sc3nc(C)cc(C)n3)C2=O)c1 (stereo not given)	-9	-3	-0.2	-2	19	2	-2	-10	-4
13	COC(=O)C1CSC(C)(C)C(=O)N1 (stereo not given)	-11	-3	0.3	8	-13	1	-6	-7	-5
14	O=C(CCn1c(=O)oc2ccccc21)NCCCN1CCN(c2ccc(F)cc2)CC1	-4	-6	-0.2	1	6	0	2	-2	-12
15	COc1ccc(CCNc2ncnc3c2oc2ccccc23)cc1OC	-17	2	15	-19	44*	21	40*	26	79*
16	CC(C)c1ccc(NCCC(=O)c2cccs2)cc1	-4	-5	2.1	-6	-7	0	6	2	6
17	Cc1nc([N+](=O)[O-])c(C(=O)OCc2ccc(C#N)cc2)n1C	-11	-3	0.4	5	-7	2	-10	0	-17
18	O=S(=O)(c1ccccc1)N1CCN=C1SCc1cccnc1	-4	-10	-0.2	5	1	1	-11	-4	-4
19	CCN(C(=O)COC(=O)C1CCN(S(=O)(=O)c2ccc3c(c2)OCCO3)CC1)C1CCS(=O)(=O)C1 (stereo not given)	2	-7	1.1	2	0	1	-2	-6	-10
20	COc1cc(OC)c(OC)cc1CN1CCN(c2ccc(F)cc2)CC1	-7	-8	0.4	-2	-3	2	5	-3	-1
21	CN(C)CCCSc1nc(-c2ccccc2)nc2c1CCC2	-10	-12	2.3	1	-10	4	-7	-19	-13
22	O=C(CSc1nc(-c2ccc(F)cc2)cc(C(F)(F)F)n1)NCc1ccco1	0	-4	0.1	12	2	1	-10	-1	-12
23	COC(=O)NC(=S)Nc1ccc(Oc2ccc(Cl)cc2)c(Cl)c1	-11	-9	-0.1	-16	12	-1	12	-2	-4
24	CCOC(=O)/C=C1\SCC(=O)N1CC(=O)NCCOC	-3	-2	-0.2	6	0	2	-3	-10	-7
25	Cc1[nH]c(=S)c(C#N)c(C)c1CC(=O)c1ccc(Br)cc1	-7	-2	0.3	2	-6	1	-5	-11	-6
26	O=C(C1CCN(S(=O)(=O)c2ccccc2)CC1)N1CCN(c2ccccc2F)CC1	-2	-1	0.6	2	-8	2	-9	17	-10
27	O=C(Nc1ccc(OCc2ccccc2)cc1)Nc1ccccc1C(=O)NCCCN1CCOCC1	-8	-3	2.6	14	3	10	-13	-9	-12
28	O=C1/C(=C/c2ccc(F)cc2)SC(=S)N1Nc1ncc(C(F)(F)F)cc1Cl	-1	-2	-0.6	-3	2	0	13	16	-10
29	Cc1cc(C)c(C#N)c(SCC(=O)Nc2nnc(-c3ccccc3)s2)n1	-13	-3	0.3	-2	7	0	0	-1	-30
30	O=S(=O)(c1ccc(N2CCOCC2)nc1)N1CCOCC1	-1	-4	0.1	6	-13	-1	-9	-2	0
31	O=C(Nc1ccccc1)C1=C[C@@H](c2coc3ccccc3c2=O)C[C@@H](OCCCCO)O1	-8	-1	2.2	0	-6	14	-8	7	-22
32	CCc1nc2oc3ccccc3c(=O)c2c(=O)n1CCOC	3	-1	0.1	11	1	0	-8	14	-15
33	COc1ccc(/C=N/n2cc(-c3ccc(OC)cc3)nc2N)cc1	-8	0	0.2	6	6	0	7	16	-24
34	CN(C)S(=O)(=O)c1ccc(N2CCCC2)c(C(=O)Nc2nc(-c3ccc(F)c(F)c3)cs2)c1	-4	-3	0.9	-1	3	6	2	-2	-4
35	CCn1c(CSc2nc3ccccc3s2)nnc1SCC(=O)c1ccc(Cl)cc1	-12	-4	-0.4	6	12	0	-7	-11	-22
36	Cc1ccc2c(c1)c(Sc1ccccc1)c(CC(=O)O)n2C	-8	-2	0.5	-5	-6	0	6	1	-17
37	COc1cccc(OC)c1C(=O)N1CCN(Cc2c[nH]c3ccccc23)CC1	.	-4	0.8	7	-4	1	-8	1	.
38	COCCn1c(SCC(=O)Nc2sccc2C(N)=O)nc2cc(Cl)ccc2c1=O	-21	-3	1.4	-1	-4	8	0	9	-14
39	CCC(NC(=S)NC1CCCCC1)c1ccc(C(C)C)cc1 (stereo not given)	.	-4	1.3	-14	8	10	14	18	.
40	Cc1nc(NC(=S)NC(=O)c2ccccc2)sc1C(=O)N(C)C	-1	-4	0.7	-4	-8	1	4	8	-6
41	CCOc1ccc(C(=O)NCC(=O)NNC(=O)C2COc3ccccc3O2)cc1OCC (stereo not given)	-7	0	0.0	6	-9	0	-1	-6	4
42	CCOc1cc2[nH]c(=O)n(CCCCC(=O)N3CCCCCC3)c(=O)c2cc1OCC	5	-2	0.1	7	-6	1	-11	0	-4
43	O=C(NCCO)c1nc(NCCO)c2ccccc2n1	-5	-1	0.3	3	-4	1	-9	11	-6
44	CC(=O)CS(=O)(=O)c1ccc(Oc2ccc(S(=O)(=O)CC(C)=O)cc2)cc1	-11	0	3.5	0	6	4	-8	-9	10
45	O=C(c1ccc2ccccc2c1)C1CCCN(C(=O)c2cnccn2)C1 (stereo not given)	-27	-4	0.8	-4	0	2	7	-6	3
46	CN(CCOC(=O)c1ccccc1)Cc1ccccc1	-1	-12	0.4	9	-10	0	-10	3	-5
47	CC(OC(=O)CCN1C(=O)c2cccc([N+](=O)[O-])c2C1=O)C(=O)Nc1cc(Cl)cc(Cl)c1 (stereo not given)	-6	11	2.4	-4	-11	4	5	0	-30
48	COc1ccc(-c2cn(CCO)c(-c3ccncc3)n2)cc1	-9	-3	-0.1	4	-12	2	-2	2	-10
49	Cc1c(NC(=O)CSc2nnc(C(C)Oc3ccc(Cl)cc3)n2-c2ccccc2)c(=O)n(-c2ccccc2)n1C (stereo not given)	3	-7	0.0	-1	-7	-2	6	5	-11
50	CCN(CC)CC(=O)N1c2ccccc2Sc2ccc(Cl)cc21	-18	-4	0.5	-20	-8	0	99*	85*	-18
51	CCN(CC)c1nc(N)c2c(N)nc3c(c2c1C#N)CC(c1ccccc1)O3 (stereo not given)	-4	0	0.3	10	0	0	-11	1	-39
52	Cc1nnsc1S(=O)c1ccc(Br)cc1 (stereo not given)	-11	-8	1.2	8	-10	1	-16	12	-8
53	COc1cccc(-n2cnc3sc(C)cc3c2=O)c1	3	-6	0.7	9	-19	2	-12	-9	-12
54	O=C(COC(=O)[C@H](Cc1ccccc1)NC(=O)c1ccco1)NCc1ccccc1	0	-6	0.7	1	-14	2	-1	4	-14
55	CC(C)n1c(CNC(=O)c2ccccc2)nc2ccccc21	-7	-4	0.5	-1	-7	1	-4	-1	-12
56	Cc1ccc(C2N(c3cccc(Cl)c3)C(=O)C3CCCN32)o1 (stereo not given)	1	-12	2.7	1	-3	1	3	4	-12
57	CNC(=O)c1[nH]cnc1C(=O)NCC(=O)OC(C)(C)C	-7	-2	0.8	1	-7	4	5	-3	-4

Another view of ten compounds above.
Screens in order – OXTR potentiate	CHRM1 agonist	CHO-K1 Ca ag	M1 PAM	CHO-K1 Ca antag	M4 ag	CHRM1 antagonist	CHRM4 antagonist	CHO parental Ca
1. CN1CCN(CCC(=O)N/N=C/c2cc([N+](=O)[O-])ccc2O)CC1
 : 0	-3	0.1	-2	-9	1	4	2	5
2. CCCC1C(=O)N(c2ccccc2)C1c1ccccc1 (stereo not given)
 : -10	-5	0.2	0	-10	-4	0	-12	-12
3. CCOc1cc(/C=C2\N=C(SC)SC2=O)cc([N+](=O)[O-])c1OC(C)=O
 : -9	-4	0.1	2	-11	1	-10	-8	-5
4. NS(=O)(=O)c1ccc(CNc2ncnc3sccc23)cc1
 : -5	-2	1.2	3	-9	1	-7	5	-8
5. Cc1cccc(C(=O)Nc2cccc(C(=O)NC3CCCC3)c2)c1
 : -3	-3	2.9	6	-9	4	-8	8	-5
6. O=C(CCC(=O)N(CC(=O)NC1CCCCC1)c1ccc2c(c1)OCO2)Nc1ccccn1
 : -10	-3	0.2	0	-10	0	-12	-11	-20
7. CC(C)Nc1nc2nonc2nc1Nc1ccccc1
 : -12	3	12	-2	0	10	-5	-6	-12
8. COc1ccccc1N1CCN(S(=O)(=O)c2cc3c(cc2C)NC(=O)CO3)CC1
 : -7	5	1.5	3	-1	3	-2	-12	1
9. CCOc1ccc2ccccc2c1/C=N/NC(=O)c1cc(C)[nH]n1
 : -13	-4	-0.4	4	-18	1	-5	0	-11
10. CCOc1ccc(NS(=O)(=O)c2ccc(C(=O)NCC(c3ccccc3OC)N3CCCC3)cc2)cc1 (stereo not given)
 : -10	23*	2.8	-8	5	5	14	41*	-14
